# RNase H inhibition – RNase H inhibition, HIV 1 Gag Pol polyprotein, FRET biochemical assay, screening (AID 372). HIV-1 RT RNase H, FRET RNA/DNA substrate fluorescence; higher % means a stronger effect. inhibition, % at 10 µM, or IC50 in µM where a hit was titrated. 0.77% of 100,000 active; in the data active = inhibition above about 50%
# * = called active by the depositor. Some of the compounds tested. The share of hits here may be higher or lower than overall.
SMILES,RNase H inhibition
Cc1ccc(C)c(Nc2nc3c(s2)CCCC3)c1,14%
O=S(=O)(Nc1ccccn1)c1cc(Cl)ccc1Cl,4%
Oc1ccc(/C=N/Nc2ncc(Br)cn2)c(O)c1,0%
Cc1ccc2nc(-c3cc(NC(=S)NC(=O)c4cccs4)ccc3Cl)oc2c1,1%
O=c1c2c3c(sc2ncn1/N=C/c1ccco1)CCCC3,11%
O=C(Nc1cccc([N+](=O)[O-])c1)c1cccc2c1C(=O)c1ccccc1-2,7%
O=C(CCc1ccccc1)N/N=C/c1ccncc1,2%
Fc1cccc(/C=N/Nc2cc(-c3ccccc3)nc(-c3ccc(Br)cc3)n2)c1,10%
C#CCSc1nc(C)cc(C)c1C#N,13%
CC(C)(C)C1CCc2c(sc(NC(=O)C3CCCO3)c2C#N)C1 (centres undefined),16%
C=CCN1C(=O)/C(=C\c2cccc(OCc3cccc(C)c3)c2)SC1=S,3%
CCCC(=O)Nc1cccc(NC(=O)c2ccccc2I)c1,10%
CC(C)NC(=O)c1c(NC(=O)c2cccs2)sc2c1CCCC2,5%
COc1ccc(NC(=O)CN(c2ccc(OC)cc2)S(=O)(=O)c2ccc(C)cc2)cc1,12%
CNS(=O)(=O)c1cc(O)c2c(S(=O)(=O)NC)cc(S(=O)(=O)NC)cc2c1,2%
Cc1ccc(-c2csc(/C(C#N)=C/c3ccccc3Cl)n2)c(C)c1,26%
Cc1cc2c(N=NC(=O)c3ccccc3C)c(O)[nH]c2cc1Br,34%
O=C1c2ccccc2C(=O)N1CCCc1nc2ccccc2c(=O)n1CCCn1ccnc1,39%
COc1ccc(C(C)=O)cc1N1C(=O)C=CC1=O,1%
CC1(C)CC(CC#N)(c2ccccc2)CCO1 (centres undefined),2%
O=C1/C(=C/c2c[nH]c3ccccc23)CCC/C1=C\c1c[nH]c2ccccc12,24%
C=CCN1C(=O)/C(=C\c2ccc(CC)cc2)C(=O)NC1=S,3%
CCCOC(=O)C1=C(C)N(C)C(=O)NC1c1ccccc1I (centres undefined),2%
COc1ccccc1NC(=O)c1cc2ccccc2c(C=Nc2ccc(C)cc2)c1O,20%
Cc1cc(C)n(C(=O)CNC(=O)c2ccccc2Cl)n1,0%
CSc1nsc(SC)c1NC(=O)OCCc1ccccn1,9%
CCc1ccc2oc(-c3cccc(NC(=O)c4ccc(C)cc4)c3)nc2c1,8%
Cc1cc2nc(-c3cccc(NC(=O)c4ccc(C)c([N+](=O)[O-])c4)c3)oc2cc1C,24%
O=C(CN1C(=O)/C(=C/c2ccccc2Cl)SC1=S)Nc1ccccc1O,13%
CCOc1ccc(C(=O)Nc2cccc(C(F)(F)F)c2)cc1Cl,7%

# Taken from above:
# O=C(CCc1ccccc1)N/N=C/c1ccncc1 in RNase H inhibition has 2%
# CCCC(=O)Nc1cccc(NC(=O)c2ccccc2I)c1 in RNase H inhibition has 10%

# (listing goes on)
SMILES,RNase H inhibition
O=C1NC(=O)N(c2cccc(Cl)c2)C(=O)/C1=C/c1ccc(O)c(Cl)c1,16%
CN1CCN(C(=O)c2cccc(F)c2)CC1,0%
C/C(CC(=O)NCCc1ccccc1)=N\NC(=O)C12CC3CC(CC(C3)C1)C2,0%
COc1ccccc1N/C=C/C(=O)c1ccc(Cl)cc1,12%
COc1ccccc1CNC(=O)COc1ccc(C)cc1Br,10%
COc1cc(/C=C2/C=C(c3ccc(C(C)(C)C)cc3)OC2=O)c([N+](=O)[O-])cc1OC,11%
CCC(=NCC(=O)c1ccccc1)c1c(O)n(C)c(=O)n(C)c1=O,5%
N#Cc1c(N)nc2c(c1-c1ccc(Cl)cc1)CCCC2,21%
CC(=O)Nc1ccc(S(=O)(=O)Nc2ccc(N(C)C(C)=O)cc2)cc1,4%
COCCNC(=O)C(=O)Nc1ccc(C)cc1,6%
Cc1ccc(-c2nn(-c3ccccc3)cc2/C=N/NC(=O)c2ccc3c(c2)OCO3)cc1,14%
CCCCOC(=O)c1ccc(NC(=O)c2ccccc2F)cc1,8%
O=C1N=C(N2CCOCC2)S/C1=C\c1ccc(OC(=O)c2ccc(Br)cc2)cc1,0%
O=C(N/N=C/c1cccc(O)c1)c1cc(-c2ccc(Cl)cc2)n[nH]1,9%
COc1ccc(/C=C2/N=C(c3cccc(C)c3)N(c3ccc(O)cc3)C2=O)cc1OC,12%

# Of the compounds above, these contain an aryl methoxy group.
SMILES,RNase H inhibition
COc1ccc(NC(=O)CN(c2ccc(OC)cc2)S(=O)(=O)c2ccc(C)cc2)cc1,12%
COc1ccc(C(C)=O)cc1N1C(=O)C=CC1=O,1%
COc1ccccc1NC(=O)c1cc2ccccc2c(C=Nc2ccc(C)cc2)c1O,20%
COc1ccccc1N/C=C/C(=O)c1ccc(Cl)cc1,12%
COc1ccccc1CNC(=O)COc1ccc(C)cc1Br,10%
COc1cc(/C=C2/C=C(c3ccc(C(C)(C)C)cc3)OC2=O)c([N+](=O)[O-])cc1OC,11%
COc1ccc(/C=C2/N=C(c3cccc(C)c3)N(c3ccc(O)cc3)C2=O)cc1OC,12%

# For reference, part of the list above.
SMILES,RNase H inhibition
CN1CCN(C(=O)c2cccc(F)c2)CC1,0%
C/C(CC(=O)NCCc1ccccc1)=N\NC(=O)C12CC3CC(CC(C3)C1)C2,0%
COc1ccccc1N/C=C/C(=O)c1ccc(Cl)cc1,12%
COc1ccccc1CNC(=O)COc1ccc(C)cc1Br,10%
COc1cc(/C=C2/C=C(c3ccc(C(C)(C)C)cc3)OC2=O)c([N+](=O)[O-])cc1OC,11%
CCC(=NCC(=O)c1ccccc1)c1c(O)n(C)c(=O)n(C)c1=O,5%

# Next records.
SMILES,RNase H inhibition
CC1(C)CCCC2=C1CC(C(=O)O)C(C(=O)O)C2 (centres undefined),0%
COCCN1C(=O)/C(=C\c2ccc(-c3ccccc3[N+](=O)[O-])o2)SC1=S,3%
O=C(CSc1nnc(-c2ccncc2)n1-c1ccccc1)c1ccc(NS(=O)(=O)c2ccccc2)cc1,0%
O=C(/C=C/c1ccc2ncccc2c1)c1c(-c2ccccc2)c2cc([N+](=O)[O-])ccc2[nH]c1=O,22%
Cc1ccccc1-c1nc2cc(NC(=O)c3ccc(-c4ccccc4[N+](=O)[O-])o3)ccc2o1,37%
CCc1c(C)sc(NC(=O)c2ccc3c(c2)OCO3)c1C(=O)OC,15%
CCOC(=O)Cc1csc(NC(=O)CCN2C(=O)c3ccccc3C2=O)n1,19%
Cc1sc2nc(SCC(=O)NCc3ccco3)[nH]c(=O)c2c1C,4%
COc1ccc(C(=O)CSc2nc(C)cc(=O)[nH]2)cc1,0%
Cc1cccc(N(CC(=O)O)S(C)(=O)=O)c1,28%
Cc1cc2nn(-c3ccccc3)nc2cc1NC(=O)c1ccc(OCc2ccccc2)cc1,17%
Cc1ccc(C(=O)Nc2ccccc2I)cc1,1%
CCCN(CCO)Cc1ccc2c(c1)c1ccccc1n2CC,13%
CN1C(=O)S/C(=C/c2ccc(-c3ccc(C(=O)O)c(Cl)c3)o2)C1=O,17%
O=C(COc1cccc(Cl)c1)N/N=C\c1cccnc1,0%
CC(=O)Nc1ccc(S(=O)(=O)Nc2cccc(Br)c2)cc1,9%
COc1ccc(C2C(C(=O)OC(C)C)=C(C)N=c3s/c(=C\c4ccc(Br)o4)c(=O)n32)cc1 (centres undefined),21%
OCc1nc2ccccc2n1Cc1ccccc1,4%
CC1CCCCN1C(=O)/C=C/c1ccccc1Cl (centres undefined),11%
O=C(NCCOCc1ccccc1)C(c1ccccc1)c1ccccc1,0%
Cc1ccsc1/C=N/NC(=O)c1cccnc1,3%
COC(=O)c1c(N)sc2c1CCCC2,17%
C=CCn1c(SCC(=O)OC)nc2sc3c(c2c1=O)CC(C)(C)OC3,3%
Cc1ccc(NC(=S)NC(=O)c2ccc(Cl)cc2)cc1C,15%
O=C(N/N=C/c1cccs1)C1CC(=O)N(c2ccccc2)C1 (centres undefined),2%
O=C(Nc1ccc(Cl)cc1)N(Cc1cccs1)Cc1cccs1,0%
COc1ccc(C(=O)Nc2ccc(N3CCOCC3)cc2)cc1,19%
CCOc1ccccc1/C=C1/C(=O)NN(c2ccc(C)c(Cl)c2)C1=O,26%
CCOc1ccc(Cc2c(C)nc3c(C)cccc3c2Cl)cc1,14%
N#C/C(=C/c1ccc(-c2ccc([N+](=O)[O-])cc2Cl)o1)C(=O)Nc1ccc(Cl)cc1,17%
O=[N+]([O-])c1cccc(-c2ncnn2-c2ccc(Cl)cc2)c1,5%
Cc1cc(/C=C2\NC(=O)NC2=O)c(C)n1-c1ccccc1F,14%
CCOC(=O)C1NN=C(C(=O)c2ccccc2)C1c1ccc(Cl)cc1 (centres undefined),21%
COc1ccc(-n2nc3cc(C)c(NC(=O)/C=C/c4cccc([N+](=O)[O-])c4)cc3n2)cc1,0%
O=C(O)CNC(=O)CNC(=O)c1ccco1,1%
CCOC(=O)c1ccc(N2C(=O)CC(N3CCN(C(c4ccccc4)c4ccccc4)CC3)C2=O)cc1 (centres undefined),0%
O=C(N=Nc1c(O)[nH]c2ccccc12)c1cc(-c2ccc(Br)cc2)nc2ccccc12,19%
C=CCNC(=O)C(=O)NCCc1ccc(F)cc1,0%
CCOC(=O)C1=C(C)N=c2s/c(=C\c3cc(Br)c(OCC)c(OC)c3)c(=O)n2C1c1ccccc1Cl (centres undefined),7%
CCCC(C)C(=O)Nc1cc(C)ccn1 (centres undefined),13%
CNC(=S)N(CCc1ccc(S(N)(=O)=O)cc1)C1CC(=O)N(c2ccccc2F)C1=O (centres undefined),0%
C=CCn1c(SCC(=O)c2ccc(Br)cc2)nc2sc3c(c2c1=O)CC(C)(C)OC3,0%
CCOc1cc(/C=N/NC(=O)/C(=C\c2ccc(OC)cc2)NC(=O)c2ccccc2)ccc1O,23%
CCOC(=O)c1c(NC(=O)COc2ccccc2)sc(C(=O)Nc2cccc(Cl)c2C)c1C,15%
CC(CS(=O)O)C(=O)NCc1ccccc1 (centres undefined) (tested in a mixture with another compound),10%
COc1ccc(CCNC(=O)CC(=O)N/N=C/c2cccnc2)cc1OC,0%
O=C1C(=O)N(c2ccc(Cl)cc2)C(c2ccccc2F)/C1=C(/O)c1ccccc1 (centres undefined),7%
CCCCOc1ccc(C(=O)O/N=C(/c2ccncc2)c2ccc([N+](=O)[O-])cc2)cc1,25%
CCCC1(CC)NC(=S)N(c2cccc(C)c2C)N1 (centres undefined),32%
O=S(=O)(c1ccc(Br)cc1)N1CCN(c2cccc(Cl)c2)CC1,13%
Cc1ccc(Cc2nc3ccccc3[nH]2)cc1,6%
Cc1cc(/C=C2\C(=O)NC(=S)N(c3cccc(Cl)c3)C2=O)c(C)n1C,16%
O=[N+]([O-])c1ccccc1OCCOCCOc1cccc2cccnc12,22%
Cc1cccc(C(=O)N2CCc3ccccc32)c1,3%
c1ccc2c(N3CCOCC3)nc(-c3ccncc3)nc2c1,0%
O=[N+]([O-])c1ccc(-c2ccc(N=Cc3ccc(Cl)c(Cl)c3)cc2)cc1,17%
C#CCOc1ccc(Br)cc1/C=C(\C#N)C(=O)Nc1cccc([N+](=O)[O-])c1,15%
COc1cc(/C=N\Nc2nnc(C)c(=O)[nH]2)cc(Br)c1O,14%
Cc1ccc(Cl)cc1NC(=O)C1CCCCC1C(=O)O (centres undefined),7%
CC1=C(C(=O)OCC(C)C)C(c2ccc(Br)cc2)NC(=O)N1 (centres undefined),16%

# Carrying on.
SMILES,RNase H inhibition
COc1ccc(/C=C/C(=O)N2CCN(C/C=C/c3ccccc3)CC2)cc1,2%
O/N=C/c1cn(-c2ccccc2)nc1-c1ccc(Br)cc1,46%
COc1cc(CN2CCN(c3ccccc3F)CC2)c([N+](=O)[O-])cc1OC,0%
O=C(Nc1ccc(Cl)c(Cl)c1)OCC(F)(F)F,10%
CCOC(=O)c1ccccc1NC(=O)c1ccc(Cl)cc1Cl,10%
C#CCOc1ccc2c3c(c(=O)oc2c1)CCC3,7%
CN(CCO)C1=NS(=O)(=O)c2cc([N+](=O)[O-])ccc21,1%
CCCOc1ccc(C=Nn2c(-c3ccc(C)cc3)n[nH]c2=S)cc1,0%
Cc1cc(C=C2C(=O)c3ccccc3C2=O)c(-c2ccccc2)n1-c1ccccc1,0%
O=C(NC(=S)Nc1ccc(Cl)c(-c2nc3ccccc3o2)c1)c1ccco1,11%
CCCOC(=O)c1c(-c2ccc(Br)cc2)csc1N,13%
CCC(=O)c1cc(I)cc(I)c1O,6%
COc1cc(-c2n[nH]c(=S)n2-c2ccc(C)cc2)cc(OC)c1OC,0%
Cc1cc(NC=Nc2ccc(C)c(Cl)c2)ccc1Cl,9%
O=C(Nc1ccccc1C(=O)N1CCCC1)c1ccccc1,0%

# Gathered by group, the compounds so far with a CF3 group (two)
SMILES,RNase H inhibition
CCOc1ccc(C(=O)Nc2cccc(C(F)(F)F)c2)cc1Cl,7%
O=C(Nc1ccc(Cl)c(Cl)c1)OCC(F)(F)F,10%

# Later entries.
SMILES,RNase H inhibition
O=C(Nc1ccc(Cl)cc1)O/N=C\c1ccc(F)cc1,12%
O=C1/C(=C/c2cccc([N+](=O)[O-])c2)SC(=S)N1c1ccc(O)cc1,15%
CCN(CC)CCCN1C(=O)C(C)SC1c1ccccc1[N+](=O)[O-] (centres undefined),4%
Oc1ccc(/C=N/Nc2cccc3cccnc23)c(O)c1,32%
O=[N+]([O-])c1ccc(OCCCCOc2cccc3cccnc23)cc1,8%
CC(=O)Oc1ccc(N2C(=O)c3ccc(C(=O)c4ccc5c(c4)C(=O)N(c4ccc(OC(C)=O)cc4C(=O)O)C5=O)cc3C2=O)c(C(=O)O)c1,9%
COc1ccc(C(=O)NC2CCC(CC3CCC(NC(=O)c4ccc(OC)cc4)CC3)CC2)cc1 (centres undefined),5%
COC(=O)c1ccccc1NC(=O)CC(C)=O,4%
CCC(=O)Nc1c(C)ccc2nsnc12,7%
CC(C)(C)c1ccc(C(=O)NCCSc2ccccc2)cc1,23%
COc1ccccc1N1CCN(C(=O)c2cccs2)CC1,0%
COc1ccccc1-c1c(C)[nH]n2c(=O)c3c(nc12)CCCC3,0%
O=C(c1ccccc1)N1N=C(c2ccccc2)CC1(O)C(F)(F)F (centres undefined),9%
COc1cc(C=Nc2cc(C)ccc2C)ccc1OC(C)=O,1%
C=CCOc1ccc(/C=c2\sc3n(c2=O)C(c2ccccc2Cl)C(C(=O)OCC)=C(C)N=3)cc1OCC (centres undefined),18%
COc1cc(CN2CCN(Cc3ccc(Br)cc3)CC2)cc(OC)c1,0%

# Source: PubChem
